Assay outcomes deposited in PubChem by several laboratories.
Thrombin inh – blocks human thrombin protease activity. inhibition, % at 5 µM. P00734. 220,000 tested, 0.26% active. alpha-thrombin, Boc-VPR-AMC fluorogenic substrate cleavage. AID 1046;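 active means inhibition at or above 40%; inactive means inhibition below 40%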;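 further: 0% = enzyme with no compound and 100% = wells without enzyme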
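System – human alpha-thrombin · Medium – pH 7.5 Tris (50 mM) with NaCl 150 mM, Tween 20 0.05% · Compound – single-point dosing at 5 µM, 0.2% DMSO · Incubation – enzyme reaction carried out at room temperature · Technique – fluorescence of released AMC, ex 355 nm, em 460 nm · Read-out basis – % inhibition of thrombin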
EBV gp42 block – blocks Epstein-Barr virus glycoprotein 42 binding. Fluorescence polarization binding assay, mP read-out. inhibition, % (tested at 21.74 µM). 220,000 tested, 0.42% active. AID 1085; in the data active means inhibition above about 50%
TRPN1 ag – activates the zebrafish TRPN1 channel | AID 1424 | 220,000 tested, 0.18% active | activation, % at 3 µM | HEK293 zebrafish TRPN1-YFP, Fluo-8 calcium fluorescence; 100% = response to 87 µM carbachol;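 active means activation above its plate's cutoff, the mean activation of test wells on that plate plus 3 SD, cut at about 19% in these data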;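 further: 0% = DMSO alone and 100% = 87 µM carbachol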
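Material – zebrafish TRPN1-YFP in HEK293 cells · Doses – 3 µM single point · Schedule – dye 1 h 37 °C plus 30 min RT · Signal – Fluo-8 calcium fluorescence, excitation 470-495 nm, emission 515-575 nm · Read-out – % activation versus carbachol response · Control set – carbachol high, DMSO low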
TRPML3 agonist – agonists of human TRPML3 channel | HEK293 TRPML3-YFP, Fluo-8 calcium fluorescence; 100% = the carbachol control signal | activation, % at 3 µM | 220,000 tested, 0.29% active;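 active means activation above its plate's cutoff, the mean activation of the plate's test wells plus 3 SD, cut at about 12% in these data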;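 further: 0% = DMSO only wells and 100% = carbachol wells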
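Test system – HEK293 line with stable expression of human TRPML3-YFP channel · Control set – carbachol 87 µM final as high control (100%), DMSO as low control (0%) · Signal – Fluo-8 calcium dye fluorescence, ex 470-495, em 515-575 nm · Incubation – 1-h 37 °C dye load, 5-s basal, 120-s post-compound reads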
Furin inh – blocks human furin protease activity; purified furin, fluorogenic substrate cleavage; P09958; inhibition, % at 30 µM; 220,000 tested, 0.061% active; in the data active means inhibition above about 25%; further: inactives centre near -15
TbHK1 inh – blocks Trypanosoma brucei hexokinase 1 activity | recombinant TbHK1, G6PDH-coupled NADH A340 | inhibition, % at 10 µM | 220,000 tested, 0.11% active | AID 1430;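 active means inhibition of 50% or more in the single-dose primary screen; inactive means inhibition below 50%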
KCC2 mod – KCC2 (human) Cl- transport modulation. Q9H2X9. 190,000 tested, 2.2% active. B-score of Tl+ flux slope (higher = more flux/activation; lower = inhibition) at 10 µM. AID 1456. KCC2 cells, thallium flux FluoZin-2 fluorescence;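 active means thallium flux slope and its plate-corrected score both differing from the plate sample mean at a set confidence after two filtering rounds, in either direction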;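 further: slope of fluorescence scaled to starting intensity during 10 to 20 s after thallium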
Target sequence (Q9H2X9 whole entry, looked up): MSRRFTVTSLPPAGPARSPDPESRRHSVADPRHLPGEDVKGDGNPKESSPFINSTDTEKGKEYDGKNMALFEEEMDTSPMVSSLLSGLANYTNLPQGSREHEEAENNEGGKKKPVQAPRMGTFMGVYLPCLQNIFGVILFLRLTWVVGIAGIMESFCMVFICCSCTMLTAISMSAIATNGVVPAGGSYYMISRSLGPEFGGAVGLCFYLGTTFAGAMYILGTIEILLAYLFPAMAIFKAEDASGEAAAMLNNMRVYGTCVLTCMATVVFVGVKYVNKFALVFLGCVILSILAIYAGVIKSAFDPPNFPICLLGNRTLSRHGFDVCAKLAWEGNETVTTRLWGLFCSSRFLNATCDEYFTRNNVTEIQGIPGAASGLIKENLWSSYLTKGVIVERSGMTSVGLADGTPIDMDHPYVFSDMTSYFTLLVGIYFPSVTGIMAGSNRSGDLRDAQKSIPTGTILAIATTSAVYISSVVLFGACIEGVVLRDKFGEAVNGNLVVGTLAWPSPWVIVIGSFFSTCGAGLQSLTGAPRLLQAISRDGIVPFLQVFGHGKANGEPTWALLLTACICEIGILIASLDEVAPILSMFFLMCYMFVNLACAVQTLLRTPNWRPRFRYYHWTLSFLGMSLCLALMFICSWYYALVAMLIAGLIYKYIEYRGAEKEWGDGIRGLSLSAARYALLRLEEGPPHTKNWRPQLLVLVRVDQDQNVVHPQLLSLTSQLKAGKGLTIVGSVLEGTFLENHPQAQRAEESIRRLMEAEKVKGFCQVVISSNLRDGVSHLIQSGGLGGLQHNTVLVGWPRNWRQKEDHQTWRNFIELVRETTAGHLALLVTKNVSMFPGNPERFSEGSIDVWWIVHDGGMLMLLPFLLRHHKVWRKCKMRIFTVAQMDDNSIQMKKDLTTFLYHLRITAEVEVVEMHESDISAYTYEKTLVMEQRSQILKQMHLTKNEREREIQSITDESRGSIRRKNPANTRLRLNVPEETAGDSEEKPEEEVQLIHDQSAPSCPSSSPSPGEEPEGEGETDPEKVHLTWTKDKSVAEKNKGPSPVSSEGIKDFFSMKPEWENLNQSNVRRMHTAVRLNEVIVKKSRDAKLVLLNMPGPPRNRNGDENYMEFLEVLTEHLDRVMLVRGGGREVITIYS
m-calpain inh – blocks pig calpain II enzyme activity; purified calpain II, fluorogenic peptide substrate, 30 min; inhibition, % at 16 µM; 220,000 tested, 0.37% active; AID 1236;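 active means inhibition above about 50%, limit read from the data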
PPC-1+TRAIL kill – kills PPC-1 cancer cells in the presence of TRAIL. PPC-1 cells + TRAIL, ATPLite viability luminescence. cell killing (% activity), % at 4 µM. 220,000 tested, 0.41% active. AID 1443;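 active means cell killing above 50% in the first pass at 4 µM, then a duplicate retest at 5 µM averaging 50% or more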;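 further: plate controls were cells with TRAIL plus DMSO for no effect and medium-only wells lacking cells for full effect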
An asterisk follows results filed as active; x = not tested or not shown; [ ] = another dose, or the depositor's remark. No enrichment for hits; any-hit rate near 3.6%.

Under each structure: Thrombin inh, EBV gp42 block, TRPN1 ag, TRPML3 agonist, Furin inh, TbHK1 inh, KCC2 mod, m-calpain inh, PPC-1+TRAIL kill
1: COc1cc(CN2CCN(c3ccccc3F)CC2)c([N+](=O)[O-])cc1OC
  0, -27, -2.4, -0.2, -8, 14, 0.072, -3, 15
2: CCOC(=O)c1ccccc1N/C=C/C(=O)c1cccs1
  1, -22, -1.0, 0.5, -17, -6, -1.4, 11, 6
3: Cn1c(NCc2cc(Br)ccc2O)nc2ccccc21
  3, 1, 12, 5.8, -11, 7, x, 20, 8
4: CCCNS(=O)(=O)c1ccc(NC(=O)c2ccccn2)cc1
  -1, -3, 1.1, 0.3, -13[20 µM], -9, 0.0056, 14, 16
5: Cc1nc(N2CCCC2)c2ccsc2n1
  2, -9, 1.6, 0.8, -9, 1, -0.011, -18, 10
6: CCc1nnc(SCC(=O)NC2CCCC2)nc1CC
  0, -12, -0.1, 0.8, -4[20 µM], -13, 0.011, 0, 1
7: CC(C)CC(=O)NCc1ccc(F)cc1
  -8, -11, 0.1, 0.5, -14[20 µM], -7, -0.011, -8, 23
8: CCOC(=O)c1sc(/N=C/N(C)C)nc1C
  -3, -19, 0.0, 0.8, 3, 1, 0.81, 4, 1
9: Cc1ccc(S(=O)(=O)Nc2c(C)nc3nc[nH]n3c2=O)c(C)c1
  -6, -4, 1.4, 0.5, -28, 1, -0.004, -22, 1
10: CC(C)c1ncc(S(=O)(=O)c2ccc(C(F)(F)F)cn2)c(N)n1
  0, -7, 2.8, 0.7, -15, 0, -0.015, -18, -4
11: Cc1ccccc1OCCn1cnc2cc([N+](=O)[O-])ccc2c1=O
  -5, -3, 0.1, 0.3, -31, -5, 0.92, 24, 7
12: Cc1nc2ccccc2c(=O)n1/N=C/c1ccc(O)cc1O
  -4, 5, 0.1, 0.7, -30, -43, 0.17, -7, 24
13: Cc1cc(C)nc(Oc2ccc(Br)cc2)n1
  2, -13, -1.1, 0.4, -32, -7, -1.1, -22, 17
14: CCC(=O)Nc1ccccc1C(=O)N1CCN(Cc2ccccc2)CC1
  6, -1, 0.6, 0.5, -22, 6, x, -3, 10
15: CC1CCCCC1NC(=O)C(=O)NCC1CCCO1 (centres undefined)
  -1, 0, 0.2, 1.2, -11[20 µM], -11, 0.2, -18, 19
16: CCCNC1=C(N(C(C)=O)c2cccc(F)c2)C(=O)c2ccccc2C1=O
  1, 5, 1.8, 0.0, 1, 29, -0.22, 28, 70*
17: CC(/C=N/NC(=O)Cc1cccn1C)=C\c1ccccc1
  12, -9, -0.2, 0.0, -4, -4, -0.95, 28, 23
18: O=C(CCCN1C(=O)CSc2ncccc21)N1CCN(Cc2ccccc2)CC1
  1, 1, 1.6, -0.2, -24, 7, -0.17, 9, 13
19: Cc1ccc(Cl)cc1N1CCN(C(=O)c2cn(C)c(=O)c3c2c2ccccc2n3C)CC1
  -8, 4, 1.8, 1.0, -5[20 µM], -30, 0.55, -37, 24
20: Cc1ccc(Sc2ccc(CN3CCCC3)cc2[N+](=O)[O-])cc1
  1, 3, 0.5, 0.9, -23, 0, -0.00027, 14, 6
21: CC(NC(=O)c1ccccc1NC(=O)c1ccncc1)c1ccccc1 (centres undefined)
  -5, 13, -0.3, 0.6, -22, -4, 1.5, 3, 21
22: CCn1c(SCC(=O)N2CCCCC2)nc(O)cc1=O
  -5, 6, -0.2, 0.9, -32[20 µM], 4, 1.4, 29, 2
23: CCN(CC)S(=O)(=O)c1ccc(NC(=O)c2ccc(Sc3nncn3C)c([N+](=O)[O-])c2)cc1
  -6, -2, 0.7, 0.8, -9, -8, -0.75, 10, 4
24: Cc1c(NC(=S)NC(=O)CCc2ccccc2)c(=O)n(-c2ccccc2)n1C
  -1, -9, -0.1, 0.5, -12, 0, -0.99, 26, 10
25: COc1ccc(N2CCN(C(=O)Cn3nnc(-c4ccccc4N)n3)CC2)cc1
  -1, -6, 0.1, 0.2, -32, -17, -0.52, -3, 16
26: CC1CC1C(=O)OCC(=O)c1c(N)n(C)c(=O)n(C)c1=O (centres undefined)
  3, -15, 1.3, 0.5, -13, -2, 0.17, 3, 12
27: Cc1ccc(C(=O)N2CCN(c3cnn(C)c(=O)c3Cl)CC2)cc1
  18, 6, -1.8, -0.5, 2, 2, -0.11, 19, -5
28: O=C(CS(=O)(=O)c1cn(Cc2ccc(Cl)cc2)c2ccccc12)N1CCOCC1
  16, -12, 3.1, 1.6, -17, 0, -1.6, 12, 8
29: Cc1ccc(CC2C(=O)N(CC(=O)O)C(=O)C2C)cc1 (centres undefined)
  0, -37, -0.8, 0.6, -25[20 µM], -10, x, -18, 23
30: Nc1cc(Cl)nnc1Cl
  -7, -6, 1.2, 0.8, -26, 1, 0.062, -3, 0
31: c1ccc(N2CCN(c3ccccc3)C2c2ccncc2)cc1
  -7, 1, -1.0, 0.6, -26[20 µM], 24, -1.1, 17, 3
32: CCc1ccc(NC(=O)COC(=O)CCCC2=NS(=O)(=O)c3ccccc3N2)cc1
  -7, -18, -1.8, -0.1, -20, 2, -0.96, 4, 2
33: O=C(Cc1csc(NC(=O)c2ccc(F)cc2)n1)NO
  3, -18, 1.0, 0.9, -21, 2, 0.25, 18, 19
34: Cc1cc(C)c2nc(-c3ccccn3)cc(C(=O)Nc3ccc(S(=O)(=O)Nc4cc(C)on4)cc3)c2c1
  1, 5, 1.1, -0.1, 5, -2, 0.35, -16, 25
35: O=C(N[C@@H](Cc1c[nH]c2ccccc12)C(=O)O)c1ccc(Cl)cc1
  7, 4, 1.4, 0.9, -7, -13, 0, -22, 12
36: CC1(C)CC(=O)C2=C(C1)N=C1SCCC(=O)N1C2c1ccc(C(F)(F)F)cc1 (centres undefined)
  -2, -21, 0.1, 0.1, -12[20 µM], -12, 0.18, -42, 0
37: Cc1cc(C(=O)C(C)OC(=O)C2=NNC(=O)CC2)c(C)n1-c1ccc(OC(F)F)cc1 (centres undefined)
  -1, -21, 1.6, 0.8, -18[20 µM], -7, 0.041, -58, 13
38: O=c1nc(Nc2ccccc2)oc2ccccc12
  -3, 0, 1.0, 0.3, -9, -2, 0.22, -12, 13
39: Cc1ccc(CNC(=O)c2cn(C3CCCCC3)c(=O)c3c2c2ccccc2n3C)o1
  -1, -14, 0.7, 1.2, -12[20 µM], -18, x, -79, -1
40: S=c1nc[nH]c2c1ncn2C1CCCO1 (centres undefined)
  4, -11, 3.5, 1.0, -12, -16, 0.075, -1, 31
41: CCCN(CC1CC1)C(=O)COc1ccccc1C(=O)NCc1ccccc1
  -4, -18, -1.6, -0.6, -11[20 µM], -6, 0.056, -20, 19
42: Cc1ccc2c(c1)C(=O)C(=O)N2CCCOc1ccccc1C
  0, -20, -1.9, -1.2, -15, -1, -0.59, -11, 11
43: CCC(=O)Oc1ccc(C(=O)Nc2cccc(C(=O)NC(C)(C)C)c2)cc1
  -3, -9, 3.5, 2.1, -24, -6, -0.34, -12, 12
44: c1ccc2cc(Sc3ncnc4c3oc3ccccc34)ccc2c1
  -3, -4, 1.0, 1.0, -19[20 µM], -14, -0.79, -2, 0
45: Cc1ccc(-n2nnnc2-c2cnoc2-c2cccc(F)c2)cc1
  1, -17, 0.1, -0.6, -17[20 µM], 6, -0.57, -1, 10
46: CO/N=C/c1ccc(N2CCN(C(=O)c3cccc(Cl)c3)CC2)c([N+](=O)[O-])c1
  -8, 4, -0.4, 1.2, -8[20 µM], -2, 0.053, 54*, 18
47: N#Cc1ccc(CSc2nnc(NC(=O)c3ccc(=O)[nH]c3)s2)cc1
  -3, -16, 0.7, 0.1, -15, -52, -0.13, -27, 2
48: COc1cccc(NC(=O)Nc2nnc(CC(=O)NCc3ccccc3)s2)c1
  -3, -27, 2.0, 0.4, -22, -3, -0.63, -13, 10
49: O=C(/C=C/c1ccco1)Nc1ccc(Cl)c(S(=O)(=O)N2CCOCC2)c1
  0, -8, 14, 6.3, -17, -11, 0.026, -4, -5
50: CCCCCOC(=O)Nc1nnc(CCCCC)s1
  -8, -3, -2.1, -0.5, -5[20 µM], 21, -0.21, -19, -1

Further structures:
Under each structure: Thrombin inh, EBV gp42 block, TRPN1 ag, TRPML3 agonist, Furin inh, TbHK1 inh, KCC2 mod, m-calpain inh, PPC-1+TRAIL kill
51: CCCc1nc2c([nH]1)c(=O)n(C)c(=O)n2C
  -4, -2, -1.0, 1.1, -23, -10, 1.6, -14, 14
52: CN(CC(=O)O/N=C(\N)c1cccc([N+](=O)[O-])c1)S(=O)(=O)c1ccccc1
  -3, -1, 0.1, 96*, -18[20 µM], -3, x, 16, 19
53: Cn1c(NC(=O)c2cccc(C(F)(F)F)c2)cc(=O)n(C)c1=O
  6, 6, 0.5, -0.1, -26, -9, -0.14, -15, -5
54: Cc1ccc(-c2csc3ncnc(-n4cnc5ccccc54)c23)cc1
  -8, -5, -2.5, -0.5, -5, -3, -1.7, -5, 18
55: CCOc1cc(Br)c(CC(=O)O)cc1OCC
  -4, -5, 0.3, 0.8, -8, -2, 0.27, 4, -13
56: O=C(Nc1ccccc1F)Nc1ccccc1Br
  -1, 8, 1.4, 0.5, -12, 9, -0.22, 28, 38
57: COc1ccc(-c2cc([C@H]3[C@H]4C=CC[C@@H](C)[C@@H]4C(=O)N3Cc3ccccc3)ccc2F)cc1OC
  2, -11, x, x, -21, -5, -0.033, 5, 17
58: COc1cccc(OCCSc2nc3ccccc3c(=O)[nH]2)c1
  -1, -4, -0.4, 0.2, -15, -1, 0.41, -12, -9
59: COc1cc(C(C)=O)ccc1OCCN1CCC(Cc2ccccc2)CC1
  0, -14, 0.8, 1.2, -35, 0, -0.7, 1, 9
60: Cc1cccc(C)c1NC(=O)CN1C(=O)NC(C)(CCc2ccccc2)C1=O (centres undefined)
  -5, -3, -0.3, -0.7, -20, -2, -1.1, -25, 18
61: COc1cc([C@@H]2C[C@H]3CN(c4ccccc4)C(=O)[C@]34CCCN24)cc(OC)c1OC
  0, 8, 0.9, 0.5, -30, 1, -1.3, -40, 4
62: Cn1c(=O)n(C)c2cc(NC(=O)C(F)(F)F)ccc21
  2, -21, -1.1, 0.6, -6[20 µM], 0, 1.1, 10, 5
